proCasp3 act – activates human procaspase-3; recombinant procaspase-3 D3A, Ac-DEVD-pNA absorbance 405 nm; activation, % at 8.5 µM; hit rate 0.11% among 330,000;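 active = activation above the mean of all tested compounds plus 3 SD, cut at about 21% in these data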;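 also: 0% = DMSO alone and 100% = DMSO wells spiked with extra 5 µM PC-3 D3A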
Target sequence (P42574 whole entry D9A/D28A/D175A): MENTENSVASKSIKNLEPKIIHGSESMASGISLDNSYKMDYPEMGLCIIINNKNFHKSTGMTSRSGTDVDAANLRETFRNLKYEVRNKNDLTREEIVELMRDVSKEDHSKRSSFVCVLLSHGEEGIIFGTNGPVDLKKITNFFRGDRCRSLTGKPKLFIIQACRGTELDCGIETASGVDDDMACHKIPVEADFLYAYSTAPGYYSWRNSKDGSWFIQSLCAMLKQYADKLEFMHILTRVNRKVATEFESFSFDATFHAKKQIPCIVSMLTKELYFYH
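System: Procaspase-3 D3A mutant. Medium: Zinc-free 300 mM NaCl, 50 mM HEPES, 0.01% Triton X-100. Schedule: 1 h preincubation plus 2 h reaction at 25 °C. Measured by: 405 nm absorbance of p-nitroaniline, reads at 0 and 120 min. Read-out: percent activation relative to control range.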
GASC-1 inh – inhibitors of human GASC-1 (JMJD2C) demethylase; GST-JMJD2C(1-420) H3K9me3 demethylation, DELFIA europium; inhibition, % at 2.35 µM; hit rate 0.069% among 330,000; Q9H3R0;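 active = more than half of a compound's replicate wells show inhibition beyond 50%, single wells judged on their own value; inconclusive = some, but no more than half, of replicates pass 50% inhibition; inactive = no replicate passes 50% inhibition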;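 also: signal counts dimethyl H3K9 product captured on neutravidin plate; 0% = median of DMSO wells and 100% = 0.3 times that DMSO median; strong numbers were not always called active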
Target sequence (Q9H3R0 1-420 limits assumed): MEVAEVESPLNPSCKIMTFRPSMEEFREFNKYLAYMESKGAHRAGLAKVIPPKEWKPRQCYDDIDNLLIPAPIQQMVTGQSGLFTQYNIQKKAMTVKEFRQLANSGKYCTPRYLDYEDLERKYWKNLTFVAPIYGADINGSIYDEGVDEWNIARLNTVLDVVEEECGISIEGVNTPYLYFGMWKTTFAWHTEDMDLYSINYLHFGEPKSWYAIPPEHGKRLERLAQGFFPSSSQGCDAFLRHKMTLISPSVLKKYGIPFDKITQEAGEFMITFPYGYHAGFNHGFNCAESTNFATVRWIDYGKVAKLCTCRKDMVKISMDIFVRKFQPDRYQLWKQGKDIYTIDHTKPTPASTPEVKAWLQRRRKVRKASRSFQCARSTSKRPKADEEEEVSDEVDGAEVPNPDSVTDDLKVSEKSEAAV
LAP4-GFP MLPCN – alters LAP4-GFP fluorescence in TOR pathway yeast screen | S. cerevisiae LAP4-GFP multiplex, flow cytometry GFP, 3 h; median GFP as percent of DMSO wells | GFP response vs DMSO, % at 10 µM | hit rate 0.34% among 320,000;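 active = GFP response vs DMSO above a set limit, about the screen mean plus 3 SD, cut at about 150% in these data; inconclusive = under 70 cell events counted for the yeast strain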
procasp7 counter – counter-screen: procaspase-7 (human) activation. P55210. recombinant procaspase-7, Ac-DEVD-pNA absorbance 405 nm; D23A/D198A/D206A triple mutant, cannot self-cleave; scale: DMSO 0, 5 µM enzyme 100. activation, % at 8.5 µM. hit rate 0.093% among 330,000;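 active = percent activation above the screen-wide mean plus 3 SD, cut at about 25% in these data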
Target sequence (P55210 whole entry D23A/D198A/D206A): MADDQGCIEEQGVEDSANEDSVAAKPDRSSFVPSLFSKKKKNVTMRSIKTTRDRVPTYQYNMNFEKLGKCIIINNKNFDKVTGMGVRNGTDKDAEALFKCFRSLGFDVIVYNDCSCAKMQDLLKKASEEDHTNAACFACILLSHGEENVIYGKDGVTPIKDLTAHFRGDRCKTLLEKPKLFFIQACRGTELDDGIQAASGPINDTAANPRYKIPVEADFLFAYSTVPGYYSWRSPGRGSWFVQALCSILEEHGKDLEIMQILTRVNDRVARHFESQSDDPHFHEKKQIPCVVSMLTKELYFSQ
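Assay system: Uncleavable procaspase-7 mutant enzyme; Input: 2 µM procaspase-7 mutant as dispensed; Also added: DEVD-pNA substrate; Medium: Zinc-free HEPES pH 7.4 with 300 mM NaCl, 0.01% Triton X-100; Timing: 1 h compound preincubation, 2 h substrate cleavage, 25 °C; Measured by: Epi-absorbance of released pNA at 405 nm, two timepoints.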
RPL19A TOR yeast – alters RPL19A-GFP fluorescence in TOR pathway yeast screen | S. cerevisiae RPL19A-GFP strain, flow cytometry, 3 h; hits give low values | hit rate 0.3% among 330,000 | AID 2025 | percent response vs DMSO, % at 10 µM;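 active = percent response vs DMSO below 50%; inconclusive = fewer than 70 events counted for the yeast strain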;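 also: median channel GFP fluorescence of the barcoded RPL19A-GFP strain; ratio of sample median GFP to plate DMSO average so 100% = DMSO; lower means less RPL19A-GFP as with rapamycin TOR inhibition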
Yeast superoxide – yeast age-related superoxide inhibition as caloric restriction mimetic; S. cerevisiae aged cells, superoxide DHE fluorescence; hits give low values; superoxide response (% of plate mean), % at 10 µM; hit rate 0.18% among 330,000; AID 2690;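 active = superoxide response under a set limit, about three screen SD below normal, cut at about 65% in these data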;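 also: yeast aged for seven days with compound at 30 °C before DHE staining; 100% = average MFI of all compound-treated wells on the plate with controls excluded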
AHR activator – human AHR activation | AID 2796 | AHR-responsive luciferase reporter cells, luminescence | activation, % at 5 µM | hit rate 2.5% among 320,000; in the data active = activation above about 47%;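 also: 0% = vehicle wells and 100% = reference agonist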
MEP2-GFP yeast – yeast TOR pathway MEP2-GFP modulation; S. cerevisiae MEP2-GFP strain, flow cytometry GFP, 3 h; 100% = DMSO control level; GFP response vs DMSO, % at 10 µM; hit rate 0.51% among 330,000; AID 2016;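 active = GFP response versus DMSO above a set limit, roughly screen mean plus 3 SD, cut at about 180% in these data; inconclusive = fewer than 70 cells counted for a yeast strain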;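 also: median GFP fluorescence of the barcode-gated MEP2-GFP cells per well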
* hit, by the source's call; i = inactive; ? = inconclusive; . = not tested or not shown; & = joins results of further samples; [ ] = remark or other dose. The order is random (roughly 3.8% active in at least one column).

Structure,LAP4-GFP MLPCN,AHR activator,GASC-1 inh,RPL19A TOR yeast,MEP2-GFP yeast,procasp7 counter,proCasp3 act,Yeast superoxide
CC(C)NS(=O)(=O)c1ccc2c(c1)NCC2,84,2,-2,98,99,8,6,107
O=C(N/N=C/c1ccccc1[N+](=O)[O-])c1cnccn1,104,15,0,100,99,-6,-10,98
CCc1ccc(-c2cc(C)no2)cc1S(=O)(=O)N1CCOc2ccc(C)cc21,106,4,-14,101,99,9,8,111
N=c1c(C(=O)NCCN2CCOCC2)cc2c(=O)n3ccccc3nc2n1CCc1ccccc1,77[may fluoresce violet],-5,-14,14*[may fluoresce violet],251*[may fluoresce violet],-17,-17,90
CNC(=O)c1nc[nH]c1C(=O)NC,97,-1,9,100,104,-7,8,97
COC(=O)C(CCCN1C(=O)c2ccccc2C1=O)(NC(C)=O)c1nnn(C)n1 (stereo not given),99,-2,2,101,101,6,-1,90
CCOCCCNC(=O)CCc1ccc(S(=O)(=O)Nc2ccc(C)cc2)cc1,108,2,-2,102,107,9,0,103
CCNC(=O)c1ccc(NC(=O)CC2SC(N3CCCC3)=NC2=O)cc1 (stereo not given),89,-1,6,90,93,7,1,105
O=C(Nc1cccc(Cl)c1N1CCCC1)c1ccc([N+](=O)[O-])o1,211*,0,.,82,82,5,5,105
O=C(Nc1ccc(NC(=O)c2ccc(Cl)cc2Cl)cc1)c1ccc2c(c1)OCO2,106,-1,-30,102,100,2,8,103
CC1CCCC(C)N1S(=O)(=O)c1ccc(NC(=O)CNC2CCCC2)cc1 (stereo not given),96,1,-9,92,133,4,-7,122
CC(C)CN(C#N)c1nc(N2CCOCC2)nc(N2CCOCC2)n1,101,1,4,99,107,6,-1,95
Cc1nc2ccccc2c(=O)n1-c1ccc(NS(=O)(=O)c2ccccc2)cc1,109,0,?,97,106,-3,0,97
O=C(N/N=C/c1ccsc1)c1cc(-c2cccs2)nc2ccccc12,92,31,9,96,97,-5,2,108
Cc1cc(C)n2nc(C(=O)Nc3nccs3)nc2n1,109,28,33,101,103,4,6,124
O=C(Cn1nnc2c(cnn2-c2ccccc2)c1=O)N1CCN(c2ccccc2F)CC1,99,4,2&12,98,100,0,-2,108
Cc1ccc(S(=O)(=O)c2nnn3c2nc(N2CCOCC2)c2ccccc23)cc1C,92,0,-9,102,95,5,2,103
CC(=O)c1sc(NC(=O)c2cccc(N3C(=O)CCC3=O)c2)nc1-c1ccccc1,101,4,3,103,105,3,-2,101
CCc1nnc(NC=C2C(=O)OC(C)(C)OC2=O)s1,95,0,-3,105,93,3,4,103
COc1ccccc1/C=C/C=N/N1CCN(Cc2ccc(Cl)cc2)CC1,100,3,-1,98,98,-1,-1,99
CC(C)OC(=O)CSc1nnc(CNc2nc(-c3ccccc3)cs2)n1C,103,24,0,98,98,-5,-3,91
CCOC(=O)c1sc(=S)sc1SCc1cccc(C(F)(F)F)c1,99,3,2,99,105,7,-5,96
CCn1cc(C(=O)NCc2cccnc2)c2cc(OC)c(OC)cc2c1=O,97,5,-5,101,102,-5,3,98
CC(=O)c1cnc2nc(SCc3ccccc3)nn2c1C,106,-1,4,105,107,6,-2,103
CN(C)S(=O)(=O)c1ccc(C(=O)OCC(=O)c2ccc3c(c2)NC(=O)CO3)cc1,98,2,-4,100,99,-7,8,109
O=S(=O)(c1ccccc1)c1cc(O)ccc1O,113,2,-8,98,111,6,-5,107
CC1=CC(c2ccccc2)n2ncnc2N1 (stereo not given),130,-1,0,98,87,0,8,109
CC(=O)N/C(=C\c1ccccc1)C(=O)OCC(=O)c1ccccc1,116,1,-3,105,102,4,3,85
CCCC(C(=O)NC1=NCCS1)c1ccccc1 (stereo not given),97,-2,i,95,95,3,-3,100
CCOP(=O)(OCC)C(NC(=O)Nc1ccccc1)C(N)=O (stereo not given),?,7,43,?,?,-7,-3,97
Cc1ccc(N(C)S(=O)(=O)c2cc3c(cc2C)NC(=O)CO3)cc1,105,0,-13,99,105,2,-2,87
COC(=O)C1=C(CS(=O)(=O)c2ccc(OC)c(OC)c2)NC(=O)NC1c1ccc(O)c(OC)c1 (stereo not given),91,-2,6,102,114,15,-2,96
Cc1nc2ccccc2n1S(=O)(=O)c1cc(C(=O)O)ccc1Cl,101,1,-16,102,105,19,8,87
COc1ccc(C2=NN(C(=O)C(O)c3ccccc3)C(O)(C(F)(F)F)C2)cc1 (stereo not given),104,3,-1,106,100,4,3,105
CCOC(=O)CC1CCCCN1C(=O)c1ccc2nc(CCOC)oc2c1 (stereo not given),94,2,-9,96,95,11,2,104
O=C(CNC(=O)c1ccccc1)N/N=C/c1cn[nH]c1-c1ccccc1,90,146*,-7,100,105,2,6,126
CC(C)Oc1ccc(CCC(=O)NNC(=S)Nc2ccccc2)cc1,110,4,-5,103,106,-13,-4,102
CCN(Cc1ccncc1)Cc1cn(C)nc1-c1ccc(Oc2ccccc2)cc1,113,4,-22,100,103,-1,-2,87
CCCC(=O)Nc1cccc(Oc2nc(C)cc(C)c2C#N)c1,108,58*,10,90,114,0,1,101
Cc1ccc(C(=O)N2CCC3(CC2)Oc2ccc(Cl)cc2C(=O)C32CC(c3cccnc3)=NO2)s1 (stereo not given),94,-1,-27,98,100,3,6,95
Cc1cc(C)c(S(=O)(=O)N2CCN=C2c2ccccc2)cc1C,94,1,4,99,97,-7,0,101
CCN(CC)CCNc1ccc(Cl)cc1[N+](=O)[O-],102,7,5,101,97,-15,0,126
O=C(O)c1ccc(S(=O)(=O)c2ccccc2C(=O)O)c([N+](=O)[O-])c1,84,-2,2,99,91,6,-1,109
CC1CCCCC1NC(=O)c1cc(S(=O)(=O)N2CCOCC2)ccc1Cl (stereo not given),89,-1,3,98,108,-7,6,108
COc1cccc(C(=O)Nc2cc(NC(=O)c3cccs3)ccc2C)c1OC,89,15,8,101,103,9,7,101
CCOC(=O)CSc1ccc(S(=O)(=O)N2CCCC2)cc1[N+](=O)[O-],97,3,-3,98,97,-23,-20,110
CCc1ccc(-c2cc(C(=O)N/N=C/c3ccccn3)[nH]n2)cc1,96,41,-12,101,100,1,-8,114
COc1ccc(CNCc2ccco2)cc1OCc1ccccc1,95,5,4,94,99,2,7,102
COc1cccc(CN2CCN(C(=O)Nc3ccc([N+](=O)[O-])cc3)CC2)c1,103,1,-12,104,104,-9,-5,82
Cc1c(C(=O)Nc2ccccc2)csc1-c1ccccc1,106,-5,-3,101,101,7,1,98
COc1ccc(NC(=O)c2cc([N+](=O)[O-])ccc2NC(=O)CNC2CCCCC2C)c(OC)c1 (stereo not given),92,47*,-3,105,107,4,4,111
CCCCCSc1nnc(-c2ccccc2NC(C)=O)c(=O)[nH]1,98,1,5,102,106,3,3,106
CC(=C/c1ccccc1)/C=N/NC(=O)CSc1nc(C)cc(C)n1,89,10,8,102,101,3,2,70
CCOC(=O)c1c(C)c(-c2ccccc2)n(CC(=O)NCCCN(CC)CC)c1C,95,-4,-13,106,106,4,1,94
COc1ccc(OC)c(/C=N/NC(=O)CCc2c(C)n[nH]c2C)c1,88,39,4,84,88,4,6,99
CC12CCC(=O)N1C(C(=O)NCCN1C(=O)S/C(=C\c3ccccc3Cl)C1=O)CS2 (stereo not given),104,-1,-2,102,102,6,0,89
CCc1c(O)nc(SCC(=O)Nc2nc3ccccc3s2)n(-c2ccc(C)cc2)c1=O,101,10,-7,95,95,4,6,98
CC(C)(C)OC(=O)N1Cc2[nH]c3ccccc3c2C[C@@H]1C(=O)O,100,5,5,95,93,8,-1,92
COc1ccc(C(=O)O)cc1S(=O)(=O)NC(C)C,110,4,-6,102,104,7,-2,104
COc1ccc(OC)c(S(=O)(=O)Nc2c(F)cccc2F)c1,101,-1,2,101,101,12,-11,110
COc1ccc(C(C)=O)cc1CSc1nnc(-c2ccncc2)n1C,97,1,-8,102,100,10,4,77
CC(=O)Nc1c(C(=O)N2CCN(c3ccccn3)CC2)cnn1-c1ccc(C)cc1,94,-1,3,105,106,8,-1,101
NS(=O)(=O)c1cccc(NC(=O)CSc2ncnc3ccccc23)c1,101,12,-9,102,109,-4,-5,104

Two entries from above, as labelled records:
COc1cccc(CN2CCN(C(=O)Nc3ccc([N+](=O)[O-])cc3)CC2)c1
  LAP4-GFP MLPCN: 103
  AHR activator: 1
  GASC-1 inh: -12
  RPL19A TOR yeast: 104
  MEP2-GFP yeast: 104
  procasp7 counter: -9
  proCasp3 act: -5
  Yeast superoxide: 82
Cc1c(C(=O)Nc2ccccc2)csc1-c1ccccc1
  LAP4-GFP MLPCN: 106
  AHR activator: -5
  GASC-1 inh: -3
  RPL19A TOR yeast: 101
  MEP2-GFP yeast: 101
  procasp7 counter: 7
  proCasp3 act: 1
  Yeast superoxide: 98

Entries shown so far that have an aryl thioether with sulfur outside any ring:
Structure,LAP4-GFP MLPCN,AHR activator,GASC-1 inh,RPL19A TOR yeast,MEP2-GFP yeast,procasp7 counter,proCasp3 act,Yeast superoxide
CC(C)OC(=O)CSc1nnc(CNc2nc(-c3ccccc3)cs2)n1C,103,24,0,98,98,-5,-3,91
CCOC(=O)c1sc(=S)sc1SCc1cccc(C(F)(F)F)c1,99,3,2,99,105,7,-5,96
CC(=O)c1cnc2nc(SCc3ccccc3)nn2c1C,106,-1,4,105,107,6,-2,103
CCOC(=O)CSc1ccc(S(=O)(=O)N2CCCC2)cc1[N+](=O)[O-],97,3,-3,98,97,-23,-20,110
CCCCCSc1nnc(-c2ccccc2NC(C)=O)c(=O)[nH]1,98,1,5,102,106,3,3,106
CC(=C/c1ccccc1)/C=N/NC(=O)CSc1nc(C)cc(C)n1,89,10,8,102,101,3,2,70
CCc1c(O)nc(SCC(=O)Nc2nc3ccccc3s2)n(-c2ccc(C)cc2)c1=O,101,10,-7,95,95,4,6,98
COc1ccc(C(C)=O)cc1CSc1nnc(-c2ccncc2)n1C,97,1,-8,102,100,10,4,77
NS(=O)(=O)c1cccc(NC(=O)CSc2ncnc3ccccc23)c1,101,12,-9,102,109,-4,-5,104

From PubChem
